Screening results: PubChem, Sanford-Burnham Center for Chemical Genomics
tim10-1 inh: growth inhibitors of tim10-1 mutant yeast, primary screen, luminescence, uHTS; 2.2% of 330,000 active; S. cerevisiae tim10-1 ts strain growth, BacTiter-Glo, 24 h; inhibition, % at 20 µM;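 active = inhibition of at least 40%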;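 note: mutant grown at 25 °C; 0% = DMSO wells with yeast and 100% = wells holding no yeast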
CHOP UPR activ: activators of apoptotic CHOP UPR arm, primary screen, cell-based, CHO-CHOP luciferase reporter, luminescence, uHTS; UPR activation; percent of tunicamycin response over DMSO baseline; activation, % at 10 µM; 0.34% of 330,000 active;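 active = at 10 µM dose, activation of 40% or more, normalized to positive control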;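 note: 100% = tunicamycin at 10 µg/mL and 0% = DMSO alone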
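Assay system: CHO cells with stable CHOP pathway luciferase reporter; Buffer or medium: F12 plus 10% serum; Times: 16-18 h cell attachment, then 6 h compound exposure, 37 °C; Signal: luciferase luminescence; Read-out basis: percent activation relative to tunicamycin control; Control set: tunicamycin high control, DMSO low control.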
UPR XBP1 act: activators of adaptive XBP1 UPR arm, primary screen, cell-based, CHO-XBP1 luciferase reporter, luminescence, uHTS; IRE1-XBP1 UPR activation; percent of tunicamycin response, DMSO as zero; activation, % at 20 µM; 0.33% of 330,000 active; AID 463104, 2010;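 active = versus positive control, 20 µM dose yields 30% or more activation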;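 note: 100% = tunicamycin at 10 µg/mL and 0% = DMSO only wells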
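Material: CHO cell line with stable XBP1 luciferase reporter; buffer or medium: F12 medium containing 10% fetal bovine serum; compound: single point, 20 µM final compound, 1% DMSO; incubation: 6 h treatment, 37 °C; measured by: glow luminescence from Steady-Glo reagent; evaluation: activation, % of tunicamycin; control set: tunicamycin high, DMSO low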
NR3A LBD binder: binders of NR3A ligand-binding domain, primary screen, biophysical, differential scanning fluorimetry, uHTS. 2.5% of 340,000 active. NR3A LBD differential scanning fluorimetry, Tm shift; 0% = protein alone, 100% = glycine-bound protein. Glutamate receptor ionotropic, NMDA 3A (GRIN3A) ligand-binding domain. Tm shift relative to glycine control, % at 25 µM;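 active = melting temperature shift of at least 10% of the positive control shift, at one fixed dose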
APJ ag: agonists of human apelin receptor APJ, primary screen, CHO-K1 cells, PathHunter beta-arrestin, luminescence. 0% DMSO wells, 100% apelin. activation, % at 20 µM. 0.11% of 330,000 active. AID 2520, 2010;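 active = activation more than six SD over the plate average, tested at 20 µM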;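 note: 0% = DMSO alone and 100% = apelin-13 at 10 nM; some results filed as inactive read as strong as hits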
Target sequence (P35414 whole entry, looked up): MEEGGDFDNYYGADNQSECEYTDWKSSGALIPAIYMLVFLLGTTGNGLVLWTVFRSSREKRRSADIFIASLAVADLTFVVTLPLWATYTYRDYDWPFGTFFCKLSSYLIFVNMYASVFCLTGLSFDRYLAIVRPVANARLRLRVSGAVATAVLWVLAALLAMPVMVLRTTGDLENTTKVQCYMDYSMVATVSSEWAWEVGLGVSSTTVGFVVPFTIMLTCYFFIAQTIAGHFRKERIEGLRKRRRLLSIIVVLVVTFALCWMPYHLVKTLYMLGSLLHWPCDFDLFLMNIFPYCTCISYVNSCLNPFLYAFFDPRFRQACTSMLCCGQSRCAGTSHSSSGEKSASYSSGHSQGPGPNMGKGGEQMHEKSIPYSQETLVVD
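Material: engineered CHO-K1 APJ arrestin reporter cells; amount: 1000 CHO-K1 reporter cells seeded per well; incubation: compound stimulation 90 min at 25 °C, detection 60 min; signal: luminescent beta-gal fragment complementation, chemiluminescent substrate; read-out basis: APJ agonist activity; controls: DMSO-only wells as negative, 10 nM Apelin-13 as positive control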
NALP3 yeast inh: NALP3 inflammasome inhibitors in reconstituted yeast, primary screen, luminescence, uHTS; Yeast reconstituted NLRP3/ASC/caspase-1, beta-gal luminescence, 24 h; inhibition, % at 10 µM; 0.39% of 330,000 active;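 active = inhibition of 50% or more; inactive = inhibition below 50%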;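 note: plate controls were induced DMSO wells for no effect and uninduced yeast grown without galactose for full effect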
Mdm2-MdmX inh: inhibitors of human Mdm2-MdmX association, primary screen, cell-based, luminescence, split luciferase, SaOS-2, uHTS | SaOS-2 split-luciferase Mdm2/MdmX complementation | Protein Mdm4 (Homo sapiens) + E3 ubiquitin-protein ligase Mdm2 (Homo sapiens), … | 3% of 330,000 active | inhibition, % at 8 µM | AID 485346, 2010;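 active = inhibition of at least 50% at 8 µM in the primary screen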
TIM10 inh: growth inhibitors of isogenic TIM10 control yeast, primary screen, counter-screen for tim10-1 yeast inhibitor project, luminescence, uHTS; AID 463195, 2010; S. cerevisiae TIM10 strain growth, BacTiter-Glo luminescence, 24 h; inhibition, % at 10 µM; 1.4% of 330,000 active;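 active = inhibition of 40% or more at the single tested concentration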;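 note: wild-type TIM10 isogenic control strain grown at permissive 25 °C; 0% = DMSO yeast wells and 100% = minimal medium wells without yeast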
tim23-1 inh: growth inhibitors of tim23-1 mutant yeast, primary screen, luminescence, uHTS; S. cerevisiae tim23-1 growth, BacTiter-Glo luminescence, 24 h; inhibition, % at 20 µM; 1.3% of 330,000 active; AID 463212, 2010;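 active = growth inhibition of the mutant yeast at or above 50%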;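 note: temperature-sensitive mutant grown at 25 °C; plate controls were DMSO-treated mutant yeast for no effect and medium wells lacking yeast for full effect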
The depositor's hits bear a star; x = not tested or not shown. Hits appear at their usual frequency. About 8.2% of those tested had a hit in this group.

SMILES | tim10-1 inh | CHOP UPR activ | UPR XBP1 act | NR3A LBD binder | APJ ag | NALP3 yeast inh | Mdm2-MdmX inh | TIM10 inh | tim23-1 inh
COc1ccc(C(CNC(=O)CNC(=O)c2ccccc2Cl)N2CCCC2)cc1 (stereo not drawn) | -2 | 0.8 | 3 | 3 | -6 | 11 | -8 | -4 | 1
COc1cccc(OC)c1C(=O)Nc1ccccc1NC(=O)c1c(OC)cccc1OC | -1 | -1.7 | 4 | -2 | -1 | 14 | 7 | -15 | 12
CC1CC(C)CN(Cc2nc(N)nc(Nc3ccc4ccccc4c3)n2)C1 (stereo not drawn) | 18 | 1.9 | -2 | -2 | -3 | 8 | 62* | 6 | 9
O=C(NC1CCCCC1)C1CCN(c2nccs2)CC1 | 9 | 0.1 | 0 | 0 | 6 | 25 | -15 | 19 | 15
C[n+]1cn(Cc2ccc(C#N)cc2)c2ccccc21 | 19 | 0.7 | -1 | 1 | -4 | 14 | -9 | 3 | 5
CCOCC(=O)Nc1nnc(Cc2ccc(OC)cc2)s1 | 20 | -1.2 | 1 | -1 | -1 | 8 | 20 | 10 | 25
CCCCC(=O)Nc1cc(C)c(NC(=O)c2ccco2)cn1 | -4 | 1.5 | -6 | -1 | -1 | 5 | -6 | -4 | -12
CCCCCCC(=O)N1C/C=C\C(c2ccc(OC)cc2)N(Cc2ccc(F)cc2)C(=O)[C@H]1Cc1ccccc1 (stereo partly drawn) | 1 | 10 | -2 | -1 | 4 | 8 | 72* | 4 | 18
CCN1C(=O)N(c2cccc3ccccc23)C(C)=CC1(C)C | 14 | -0.4 | -3 | -1 | -2 | 12 | 15 | 10 | 14
Cc1ccc(NC(=O)CSc2nncn2N)cc1C | 2 | -0.5 | -1 | -1 | -4 | 18 | -5 | -4 | -9
N#Cc1ccc(C(=O)Nc2ccc([N+](=O)[O-])cc2)c(F)c1 | -18 | 0.8 | 3 | -1 | -3 | 2 | 11 | 4 | -2
Cc1ccc(C(c2nnnn2CCc2ccccc2)N2CCC(C)CC2)cc1 (stereo not drawn) | 45* | -0.6 | -1 | 4 | -4 | 9 | 34 | 47* | 44
Cc1ccnc(NC(=O)c2ccccc2NC(=O)c2ccc(Cl)cc2Cl)c1 | 3 | -1.4 | 5 | -8 | -4 | 23 | 64* | 2 | 4
CS(=O)(=O)N1CCc2cc(S(=O)(=O)Nc3ccc4oc5c(c4c3)CCCC5)ccc21 | 23 | 1.4 | -4 | 5 | 1 | -8 | 12 | 6 | 15
O=C(CCc1ccc(S(=O)(=O)N2CCOCC2)cc1)N1CCN(Cc2ccc3c(c2)OCO3)CC1 | 16 | -0.5 | -2 | 1 | -6 | -9 | 11 | 10 | -9

Exported with two lines to a compound: 2 of the compounds above
Under each structure – tim10-1 inh, CHOP UPR activ, UPR XBP1 act, NR3A LBD binder, APJ ag, NALP3 yeast inh, Mdm2-MdmX inh, TIM10 inh, tim23-1 inh
CCOCC(=O)Nc1nnc(Cc2ccc(OC)cc2)s1
 : 20, -1.2, 1, -1, -1, 8, 20, 10, 25
CS(=O)(=O)N1CCc2cc(S(=O)(=O)Nc3ccc4oc5c(c4c3)CCCC5)ccc21
 : 23, 1.4, -4, 5, 1, -8, 12, 6, 15

The list continues:
SMILES | tim10-1 inh | CHOP UPR activ | UPR XBP1 act | NR3A LBD binder | APJ ag | NALP3 yeast inh | Mdm2-MdmX inh | TIM10 inh | tim23-1 inh
O=C(O)CNC(=O)c1nc(-c2ccccc2)n(-c2ccccc2)n1 | 10 | 0.4 | 0 | -1 | -1 | -9 | -14 | -9 | 6
CC(C)c1ccc(S(=O)(=O)/N=C2/C=CC(=O)c3ccccc32)cc1 | 43* | 10 | 13 | x | 2 | 14 | 32 | 20 | 34
N=c1oc2cc(O)ccc2cc1C(=O)Nc1ccc(Cl)cc1 | 44* | 4.7 | 0 | 20* | 3 | -23 | -63 | 25 | 43
CC(=O)c1ccc(N2CCN(C(=O)c3ccc(OCc4c(C)noc4C)cc3)CC2)cc1 | 14 | -0.8 | -1 | -2 | -1 | 8 | 26 | 8 | 11
CCOC(=O)N/N=C/c1ccc(C)o1 | 6 | 1.2 | -2 | -1 | 0 | -8 | -22 | -12 | 17
COc1ccccc1N1CCN(C(=O)c2ccc3nc(-c4ccco4)c(-c4ccco4)nc3c2)CC1 | 26 | 2.5 | 5 | -2 | 5 | 21 | 54* | 41* | 20
Cc1ccccc1NP(=O)(c1ccccc1)c1nc2ccccc2s1 (stereo not drawn) | 8 | 0.1 | -6 | -2 | -2 | -38 | 23 | 32 | 38
CC(NC(=O)Nc1ccc(Cl)c(Cl)c1)C(c1ccccc1)N1CCOCC1 (stereo not drawn) | 36 | 0.5 | 0 | 1 | 0 | 6 | 0 | -2 | 18
CCN(CC)c1ccc(/C=N/N2CCN(Cc3ccc(C)cc3C)CC2)c(O)c1 | 12 | 0.7 | -1 | 10 | -3 | -2 | 20 | 13 | 6
Cn1c(SCC(=O)N2CCOCC2)nnc1-c1cnccn1 | 2 | -0.5 | 0 | 1 | -3 | -1 | 20 | -1 | 7
CCCOc1ccc(C(CC(=O)O)NC(=O)c2ccc3c(c2)OCO3)cc1 (stereo not drawn) | 11 | 0.9 | 1 | 1 | -5 | -3 | 21 | 3 | 1
Cn1cnc2cc(NCc3cccs3)ccc21 | 6 | 3.2 | 1 | -2 | 1 | -8 | -25 | -10 | 20
C/C(N=Nc1nc2ccccc2s1)=N\Nc1ccccc1O | 36 | 1.3 | -2 | 1 | -10 | 26 | 56* | 21 | 47
Cc1ccc(C)c2[nH]c(=O)c(CCNC(=O)c3ccco3)cc12 | 15 | -3.0 | 1 | 0 | -9 | 9 | 15 | -3 | 21
NCC(=O)NCC(=O)OCc1ccccc1 | -11 | 1.2 | -5 | -2 | -1 | 22 | -20 | -11 | -3
Cc1cc(C)n(-c2cc(N3CCN(S(=O)(=O)c4ccc5ccccc5c4)CC3)ccc2[N+](=O)[O-])n1 | 20 | 0.3 | -2 | -5 | -2 | 10 | 24 | 14 | 23
CC(=O)c1ccc(NC(=S)N2CC(C)CC(C)C2)cc1 (stereo not drawn) | -4 | 0.3 | -2 | -4 | -2 | 20 | 6 | -13 | 13
O=C(c1ccco1)N1CCN(C(=O)c2cc(=O)[nH]c3ccccc23)CC1 | -7 | 2.2 | 1 | 4 | 2 | -1 | -7 | 0 | -3
COC(=O)c1ccc(-n2nnnc2SCC(=O)Nc2ccccc2OC)cc1 | -32 | 0.1 | 16 | x | 4 | 26 | 16 | -16 | 0
COc1ccccc1CCNC(=O)c1ccc(NC(=O)CC2SC(N3CCCC3)=NC2=O)cc1 (stereo not drawn) | -9 | 0.4 | -3 | 1 | 8 | 15 | 21 | 3 | -8
Cc1nn(CC(=O)O)c(C)c1C | 8 | -2.0 | 0 | 0 | -3 | 3 | -18 | -1 | -13
O=C(Nc1ccc(Cl)cc1)c1nc[nH]c1C(=O)N1CCc2ccccc2C1 | -18 | 1.1 | 3 | 7 | -2 | 17 | 12 | -26 | -6
Cc1ccc(SCC(=O)OCC(=O)NC(C)c2ccc(Br)cc2)cc1 (stereo not drawn) | 23 | 0.7 | 0 | -15 | 0 | 11 | 18 | -4 | 7
COc1ccc(CCN(C)C(=O)C2CCCN(C3CCN(Cc4ccccc4)CC3)C2)cc1OC (stereo not drawn) | 7 | 3.3 | -2 | 1 | -2 | 19 | 19 | 8 | 10
COc1ccc(Cl)cc1NC(=O)c1cnccn1 | 12 | -0.4 | -1 | 5 | 1 | 19 | 8 | 11 | 15
Cc1ccccc1CSc1ncc(C#N)c(N)n1 | 27 | -0.5 | 2 | -2 | -1 | -13 | 13 | 11 | 16
O=C1OCC(CO)(CO)N=C1NNc1ccccc1Cl | 6 | 0.5 | 2 | -7 | -1 | 13 | 1 | 20 | 17
NS(=O)(=O)c1ccc(N/C=C\C(=O)c2ccncc2)cc1 | -1 | 1.0 | -2 | -1 | -2 | -5 | -8 | -12 | -6
Nc1ccc2nc(SCc3ccc([N+](=O)[O-])cc3)sc2c1 | 9 | 4.3 | -2 | -3 | -1 | 35 | -47 | 26 | 41
Cn1c(=O)c(=O)n(C)c2cc(S(=O)(=O)CCC(=O)Nc3ccc(C(F)(F)F)cc3)ccc21 | -2 | 1.8 | 0 | 0 | -4 | 0 | 13 | 12 | 7
CCN1CCN(CCC(=O)Nc2ccc3c(c2)OCO3)CC1 | -17 | -0.9 | -3 | 1 | -3 | -6 | -4 | -19 | -1
O=C(Oc1cccc2cccnc12)c1cccs1 | 10 | 6.4 | 8 | -1 | -4 | 20 | 18 | 13 | 12
COC(=O)CCC(=O)OC1(C)C(=O)C=C2C=C(C3CC3)N(c3cccc(C#N)c3)C=C2C1=O (stereo not drawn) | 11 | -1.4 | 0 | -4 | 17 | 12 | 2 | 11 | 21
CN(CC(=O)Nc1ccccc1C(F)(F)F)C(=O)COc1ncnc2ccccc12 | 3 | -0.5 | -1 | -2 | -3 | 11 | 20 | 12 | 0
CCOC(=O)c1cc(CC)sc1NC(=O)CN1C(=O)C(=O)N(CC(C)C)C1=O | 9 | 0.1 | -3 | 0 | 7 | 23 | -3 | 6 | 20
COc1cc(C(=S)N2CCN(C(c3ccccc3)c3ccccc3)CC2)cc(OC)c1O | -11 | -0.2 | -3 | -6 | 0 | 23 | 8 | 2 | 36
CC(=O)Nc1nc2c(s1)C(=O)NCCC2 | -15 | 0.7 | -2 | -1 | -4 | 4 | 23 | -5 | -2
Cc1ccc(SCCNC(=O)CN(c2ccc3c(c2)OCO3)S(C)(=O)=O)cc1 | 0 | -1.0 | -3 | -1 | 2 | 12 | 3 | -1 | 4
CC1(C)CC(=O)C(N=Nc2c(Cl)cc(Cl)cc2Cl)=C(O)C1 | 36 | 3.7 | -1 | 0 | -6 | -2 | 11 | -6 | 20
CN(C)CCC(=O)c1ccc(Cl)cc1 | 23 | 0.1 | -1 | -2 | -2 | 15 | -11 | 2 | 2
CCOC(=O)c1cnc2oc3ccccc3n2c1=O | 24 | 2.4 | 1 | -1 | -1 | 15 | -11 | 4 | 17
CCC(=O)Nc1ccc(CCC(=O)N2CCCC2)cc1 | -6 | 3.6 | -1 | 2 | 0 | 14 | -3 | 9 | -6
CCCCOC(=O)c1ccc(NC(=O)c2ccc(F)cc2F)cc1 | -3 | 3.5 | 1 | 0 | 7 | 37 | -12 | 0 | 21
Cc1ccc(S(=O)(=O)Nc2ccc(-n3cnnn3)cc2)cc1 | -5 | 1.0 | -3 | 1 | 14 | 12 | -9 | -3 | 4
